# TSG101-PTAP inh: blocks PTAP/TSG101 interaction to inhibit HIV-1 budding; Q99816; Fluorescence polarization, FITC-PTAP peptide / Tsg101 binding; Potency, µM (top dose mostly 115 µM), inactives show at the highest dose activity change, negative = inhibition, actives largely listed as inhibitors; 340,000 tested, under 10 active; active = well fitted inhibition curve with a large enough effect in the main read-out, with a control signal flat, not every such curve was filed as active; inconclusive = small, poorly fitted or top-dose-only effect, or effect the other way, or a change in a side signal; inactive = no such curve, though single readings can be large or run the other way; note: potency is the fitted concentration of half-maximal effect; % of control where 0% means no effect
# Target sequence (Q99816 whole entry, looked up): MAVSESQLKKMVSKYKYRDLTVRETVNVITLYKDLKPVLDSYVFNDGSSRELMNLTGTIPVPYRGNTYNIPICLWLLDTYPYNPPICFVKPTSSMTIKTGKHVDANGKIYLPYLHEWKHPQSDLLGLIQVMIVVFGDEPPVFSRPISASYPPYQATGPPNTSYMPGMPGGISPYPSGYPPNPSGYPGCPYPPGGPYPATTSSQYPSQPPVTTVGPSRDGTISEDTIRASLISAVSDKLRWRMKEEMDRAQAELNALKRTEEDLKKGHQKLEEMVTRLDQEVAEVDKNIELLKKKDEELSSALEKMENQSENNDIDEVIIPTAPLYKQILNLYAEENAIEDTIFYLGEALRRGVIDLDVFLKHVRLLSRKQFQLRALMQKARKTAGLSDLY
#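 Fluorescence polarization binding of Tsg101 binding domain (10 uM final) to FITC-labeled PTAP peptide (50 nM final) in HEPES pH 7.5 buffer with NaCl, Tween 20, EDTA, TCEP. Compounds added before peptide; binding 20 min at RT.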
# a7 integrin act: integrin-mediated muscular dystrophy alleviation activation. Potency, µM (titrated, usually from 38.3 µM), for inactives: at the highest dose activation, hits mostly activators. alpha7betagal myoblasts, beta-gal FDG fluorescence, 48 h. actives 0.064% (n = 350,000). AID 624291;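 note: potency is the fitted concentration of half-maximal effect; 100% = response of the positive control SU9516; nearly all actives have a fitted effect of over 60% in size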
#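 Alpha7betagal+/- myoblasts (passage 13) were plated 16-24 hr, then exposed to compounds (1:260 dilution of DMSO stock) for 48 hours at 37C. After MPER lysis, β-galactosidase reporter activity was read as FDG fluorescence (ex 480/em 540) after 30 minutes.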
# TRPV1 agonist: activates the human vanilloid receptor TRPV1; Q8NER1; TRPV1-expressing cells, Fluo-8 calcium influx, agonist mode; activation, % at 8.33 µM; actives 0.19% (n = 320,000); AID 540275; in the data active = activation above about 80%; inconclusive = between about 30% and that limit; note: 0% is about no effect
#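 Cells expressing TRPV1 were dye-loaded with Fluo-8 and read kinetically: 10 s baseline, 3 min after compound (agonist portion), then 2 min after EC20 capsaicin (allosteric enhancer portion). Calcium-bound dye fluorescence at 480/520 nm.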
# B2AR arrestin: recruits beta-arrestin to the human beta2-adrenergic receptor; P07550; beta-arrestin recruitment to beta2AR, cell-based reporter; Potency, µM (highest dose often 46.1 µM), for the others: top-dose activation, actives largely listed as activators; actives 0.02% (n = 330,000); AID 492947;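 note: potency is the fitted concentration of half-maximal effect; 0% = DMSO controls and full agonism = EC100 isoproterenol or metaproterenol; nearly all actives have a fitted effect of over 65% in size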
# Target sequence (P07550 whole entry, looked up): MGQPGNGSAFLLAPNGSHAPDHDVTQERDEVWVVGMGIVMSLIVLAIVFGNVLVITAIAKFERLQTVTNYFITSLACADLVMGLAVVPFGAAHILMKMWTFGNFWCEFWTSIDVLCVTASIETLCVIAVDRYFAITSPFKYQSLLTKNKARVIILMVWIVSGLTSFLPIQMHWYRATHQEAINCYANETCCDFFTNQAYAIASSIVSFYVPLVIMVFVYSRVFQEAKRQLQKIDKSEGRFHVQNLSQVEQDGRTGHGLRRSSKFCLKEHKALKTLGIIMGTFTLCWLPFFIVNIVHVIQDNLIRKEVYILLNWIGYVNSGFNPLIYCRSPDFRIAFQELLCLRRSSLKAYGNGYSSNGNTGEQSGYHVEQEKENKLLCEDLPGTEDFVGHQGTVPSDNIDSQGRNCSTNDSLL
# ELG1 DNA repair: inhibitors of ELG1-dependent DNA repair in HEK293T cells; HEK293T ELG1-luciferase reporter, luminescence, 16 h; DNA damage induced by 5-fluorouridine; Potency, µM (highest dose often 46.1 µM), for the others: top-dose activity change, negative = inhibition, usual class: inhibitors; actives 2.3% (n = 330,000); note: potency is the fitted concentration of half-maximal effect; % is set by controls: 0 for no effect and ±100 for the full control effect; nearly all actives have a fitted effect of over 55% in size
#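 DMSO vehicle served as the neutral condition. Each well held 2,000 cells given 5-fluorouridine plus compound; after 16 hr at 37 °C/5% CO2, ONE-Glo was added and luciferase measured 30 min later.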
# TCR act: T cell receptor activation | primary human leukocytes, anti-CD3, IL-2 HTRF, 48 h | Potency, µM (top dose mostly 9.22 µM), without a hit: at the top dose activation of IL-2 secretion, actives largely listed as activators | 330,000 tested, under 10 active | AID 504894; note: % of control where 0% means no effect
#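 1) Mix primary human leukocytes, a-CD3 beads and compound. 2) Incubate 48 hr. 3) Add HTRF IL-2 reagents (a-IL-2-K, a-IL-2-d2).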
# BRCA1 expr up: increases BRCA1 expression; MCF7-BRCA1-FFLuc reporter, luminescence, 48 h; response scale: scaled: vehicle 0%, 10 µM genistein 100%; Potency, µM (series often up to 46.1 µM), inactives show at the top dose activation, most hits filed as activators; actives 1.1% (n = 380,000); AID 624202; note: potency is the fitted concentration of half-maximal effect; nearly all actives have a fitted effect of over 80% in size; some results filed as inactive show a strong effect at the top dose
#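 MCF7-BRCA1-FFLuc, 2000 cells/well; 2 h attach, 37 °C/5% CO2; compound 48 h; luciferase substrate 15 min; luminescence end-point. Norm. to genistein 10 microM max activation and DMSO; concentration-response curves fitted.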
# AT treatment: potential ataxia-telangiectasia treatments restoring KAP-1 phosphorylation; AID 485349; actives 0.19% (n = 320,000); […] A-T fibroblasts, KAP-1 phosphorylation AlphaLISA; neocarzinostatin DNA damage 30 min before lysis; Potency, µM (titrated, usually from 57.5 µM), for the others: at the top dose activation, most hits filed as activators; note: potency is the fitted concentration of half-maximal effect; % of control where 0% means no effect; nearly all actives have a fitted effect of over 45% in size
#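 ATM-like activity read as KAP-1 phosphorylation via AlphaLISA donor/acceptor antibody pairs after lysis and 6 hr at 25C. Cells were ATM-null patient fibroblasts ([…], hTERT), dosed 60 min, then exposed to the DSB inducer NCS for 30 min.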
# MLL CXXC-DNA inh: inhibitors of human MLL CXXC domain-DNA interaction; Q03164; MLL-CXXC / FITC-HOXA9 DNA fluorescence polarization; Potency, µM (highest dose often 115 µM), for inactives: at the highest dose activity change, negative = inhibition, most hits filed as inhibitors; actives 0.037% (n = 290,000); AID 2662; active = well fitted inhibition curve with a large enough effect in the polarisation, with a control signal flat, not every such curve was filed as active; inconclusive = small, poorly fitted or top-dose-only effect, or effect the other way, or a change in a side signal; inactive = no such curve, though single readings can be large or run the other way; the % refers to the polarisation; note: potency is the fitted concentration of half-maximal effect
#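 Purified MLL-CXXC (added from a 7 uM solution) was preincubated 5 min at ambient with pinned compounds in 50 mM Tris-HCl pH 7.5, 50 mM NaCl, 1 mM DTT, 0.05% BSA. Fluorescein-labeled HOX-A9 DNA (50 nM solution) followed, 30 min, then polarization read.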
# p53 reactivation: mutant p53 re-activation in reporter cells; actives 0.063% (n = 320,000); Potency, µM (highest dose often 92.2 µM), inactives show at the top dose activity change, positive = activation, most hits filed as activators; H1299 p53-A138V BP100-luciferase reporter, luminescence, 24 h; AID 504706; note: potency is the fitted concentration of half-maximal effect; % of control where 0% means no effect; nearly all actives have a fitted effect of over 45% in size
#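 H1299 (p53-null), stable ts p53-A138V + BP100-Luc; 1000 cells/well, Opti-MEM/10% FBS; cpd 4 pt, 1:5; 24 h, 37 deg C, 5% CO2; detection reagent 10 min RT; luminescence.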
# Active calls of the source: *; u = inconclusive; x = no result given; [ ] = dose if it differs, or a comment. Unless noted, calls come from the whole dose curve; as a rule, active = well fitted curve in the direction sought with a large enough effect; inconclusive = small, poorly fitted or top-dose-only effect, or another doubt; inactive = no such curve, though single readings can be large; an effect the other way counts as inactive or inconclusive. Rows were taken by chance; 3.8% or so of the library scored in one or more.
SMILES,TRPV1 agonist,BRCA1 expr up,B2AR arrestin,AT treatment,ELG1 DNA repair,p53 reactivation,a7 integrin act,MLL CXXC-DNA inh,TSG101-PTAP inh,TCR act
CCCCN(C(=O)c1ccccc1OCc1ccc(F)cc1)c1c(N)n(CC(C)C)c(=O)[nH]c1=O,2,-21%,-0.3%,-7%,-4%,15%,6%,u,-3%,-1%
O=S(=O)(Nc1ccc(-c2cn3c(n2)SCC3)cc1)c1ccccc1F,0,21%,-0.4%,11%,-18%,0%,-4%,4%,-2%,0%
Nc1ncnc2c1C(c1ccccc1)c1c(ccc3ccccc13)O2 (stereo not given),x,-4%,0.2%,26%,-29%,-6%,x,x,x,2%
CC(C)(C)C(=O)/C=C(\N)c1ccccn1,-2,-15%,0.5%,2%,u,17%,-8%,7%,-9%,-4%
CCOc1ccc(NC(=O)C2CC(=O)OC2c2ccccc2)cc1 (stereo not given),0,33%,0.0%,8%,2%,-4%,2%,39%,-2%,0%
COc1cccc(Nc2ncccc2C(=O)Nc2ccccc2)c1,u,5%,0.4%,5%,u,-11%,25%,13%,-2%,1%
O=C(CNC(=O)c1ccccc1)NCC(=O)OCC(=O)c1ccccc1,0,0%,0.0%,-1%,11%,2%,-3%,3%,-2%,5%
CC1CCCC(C)N1C(=O)CSc1nnnn1-c1cccc2c1CCCC2 (stereo not given),u,-14%,-0.2%,-3%,-5%,13%,-2%,-2%,1%,-7%
O=C(NC(C(=O)c1ccccc1)N1CCCCCC1)c1ccco1 (stereo not given),1,15%,0.0%,2%,9%,0%,-26%,-12%,-2%,0%[46.1 µM]
Cc1ccc(C(=O)c2c3ccccc3[n+]([O-])n2CCO)cc1,0,24%,0.3%,15%,26%,10%,5%,x,-1%,-18%
CCOC(=O)[C@H]1[C@H]2COc3ccc(Cl)cc3[C@@H]2N2C(=O)CNC(=O)[C@@]12C,0,15%,-1.4%,4%,8%,-4%,6%,x,5%,-6%
CCN1C(=O)CS/C1=N\S(=O)(=O)c1ccc(Cl)cc1,0,9%,0.2%,-3%,-1%,-2%,7%,38%[activator],2%,22%
CCOC(=O)c1c(NC(=O)CN2CCCc3ccccc32)sc(C)c1CC,0,-60%,-0.8%,1%,0%,1%,-31%,11%,1%,-4%[46.1 µM]
CCC1CCCCN1S(=O)(=O)c1ccc(NC(=O)C2CC(=O)N(C(C)(C)C)C2)cc1 (stereo not given),x,11µM*,x,x,x,x,1%,x,-2%,5%
CC(C)CCN1CC(=O)N2[C@@H](Cc3c([nH]c4ccccc34)C2(C)C)C1=O,30,9%,-0.4%,3%,-5%,-1%,14%,-1%,-1%,2%
CC(=O)Nc1ccc2nc(NC(=O)COc3ccccc3C)sc2c1,2,16%,-0.3%,-2%,8%,2%,-12%,4%,-3%,-2%
COc1ccccc1N(CC(=O)Nc1ccc(Cc2ccncc2)cc1)S(=O)(=O)c1ccccc1,-1,-44%,3.2%,12%,18µM*,-6%,5%,-3%,-7%,-3%
Cc1ccc(NC(=O)OCC(F)(F)C(F)F)cc1NC(=O)OCC(F)(F)C(F)F,-2,-8%,0.2%,4%,-9%,5%,-4%,-1%,-7%,2%
Cn1ncc2c(N3CCN(c4ccccc4F)CC3)ncnc21,8,0%,-0.2%,-2%,-20%,5%,3%,-12%,-4%,0%
O=C(c1cc(-c2ccccc2O)on1)N1CCCCCC1,3,u,-0.4%,2%,u,u,8%,8%,1%,-2%
O=C(c1ccccc1F)N(Cc1ccc(F)cc1)C1CCS(=O)(=O)C1 (stereo not given),-2,-12%,-0.1%,0%,1%,-6%,-3%,-3%,-3%,0%
CCc1cc2c(CN3CCN(Cc4ccccc4)CC3)cc(=O)oc2cc1O,3,-34%,-0.4%,6%,u,-3%,-21%,-3%,-3%,-5%
O=C(CCn1c(=O)oc2ccc(Cl)cc21)N1CCN(Cc2ccccc2)CC1,3,6%,0.1%,1%,1%,-5%,1%,32%[activator],-7%,-3%
CCCC(NS(=O)(=O)c1ccc(Br)cc1)C(=O)O (stereo not given),1,2%,0.4%,15%,4%,-2%,24%,0%,-4%,0%
CCOCCCNC(=O)C(c1ccccc1)N(Cc1cccs1)C(=O)c1ccccc1O (stereo not given),14,11%,0.1%,-1%,4%,-5%,9%,16%,-3%,0%
Cc1cccc(NC(=O)CN2CCC(NC(=O)C3CCCCC3)CC2)c1C,2,-8%,-0.1%,8%,-9%,-13%,-22%,11%,1%,0%[46.1 µM]
Cc1noc(C)c1COc1ccc(C(=O)N2CC(C)CC(C)C2)cc1 (stereo not given),17,-6%,1.0%,-1%,-16%,2%,-21%,x,-4%,2%
COc1ccc(-c2ccc(-c3nnc(-c4ccncc4)o3)cc2)cc1,-3,x,0.3%,9%,u,-1%,x,1%,x,x
Cc1ccc([N+](=O)[O-])cc1S(=O)(=O)N1CCC(C)CC1,5,0%,-0.6%,4%,-8%,5%,-6%,19%,0%,7%
Cc1ccc(CNC(=O)Cc2ccc(Br)cc2)cc1,u,-54%,-1.1%,11%,0%,x,-10%,11%,0%,-20%

# Given with values under each structure: 3 of the compounds above
# Every second line gives: TRPV1 agonist, BRCA1 expr up, B2AR arrestin, AT treatment, ELG1 DNA repair, p53 reactivation, a7 integrin act, MLL CXXC-DNA inh, TSG101-PTAP inh, TCR act
CCC1CCCCN1S(=O)(=O)c1ccc(NC(=O)C2CC(=O)N(C(C)(C)C)C2)cc1 (stereo not given)
→ x, 11µM*, x, x, x, x, 1%, x, -2%, 5%
CC(C)CCN1CC(=O)N2[C@@H](Cc3c([nH]c4ccccc34)C2(C)C)C1=O
→ 30, 9%, -0.4%, 3%, -5%, -1%, 14%, -1%, -1%, 2%
CC(=O)Nc1ccc2nc(NC(=O)COc3ccccc3C)sc2c1
→ 2, 16%, -0.3%, -2%, 8%, 2%, -12%, 4%, -3%, -2%

# New compounds follow.
SMILES,TRPV1 agonist,BRCA1 expr up,B2AR arrestin,AT treatment,ELG1 DNA repair,p53 reactivation,a7 integrin act,MLL CXXC-DNA inh,TSG101-PTAP inh,TCR act
CCN(CC)C(=O)c1ccc2nc3ccccc3nc2c1,-2,-75%,2.3%,-7%,u,u,-13%,9%,0%,2%
Cc1c(CCC(=O)O)c(=O)oc2cc3occ(C(C)(C)C)c3cc12,15,-4%,-0.1%,4%,-11%,-6%,16%,8%,-1%,-2%
Cc1cc(C)n(C(=O)c2ccc(C)c(S(=O)(=O)N3CCOCC3)c2)n1,-1,-10%,-0.5%,-4%,4%,2%,22%,0%,-4%,-3%
CC(C)(C)c1ccc(OCCN2CCCC2)cc1,0,5%,-0.8%,-12%,2%,10%,-21%,10%,-10%,-2%
COc1ccc(N2CCN(C(CNC(=O)C3CCCCC3)c3ccco3)CC2)cc1 (stereo not given),-2,-4%,-0.3%,-13%,-9%,9%,2%,x,-3%,9%
O=C(CCNS(=O)(=O)c1cccc2nonc12)NC1CCCCC1,1,-2%,0.2%,-10%,-2%,-1%,10%,10%,0%,0%
O=C(NC1CCSC1=O)c1cccc(C(=O)NC2CCSC2=O)c1 (stereo not given),0,-9%,-0.8%,6%,1%,-21%,13%,-9%,0%,-4%
CCOc1nc(SCCOc2ccc(C)cc2)nc(N(C)C)n1,-4,-14%,-0.2%,33%,u,-1%,10%,-1%,0%,-5%[46.1 µM]
CSc1nnc(C)c(/C=C/NOCc2ccc(Cl)cc2)n1,10,-30%,-0.4%,12%,8%,1%,-12%,9%,-5%,0%

# Looked up one by one from the entries so far, three records:
SMILES,TRPV1 agonist,BRCA1 expr up,B2AR arrestin,AT treatment,ELG1 DNA repair,p53 reactivation,a7 integrin act,MLL CXXC-DNA inh,TSG101-PTAP inh,TCR act
COc1ccc(N2CCN(C(CNC(=O)C3CCCCC3)c3ccco3)CC2)cc1 (stereo not given),-2,-4%,-0.3%,-13%,-9%,9%,2%,x,-3%,9%
CCN(CC)C(=O)c1ccc2nc3ccccc3nc2c1,-2,-75%,2.3%,-7%,u,u,-13%,9%,0%,2%
CCOc1nc(SCCOc2ccc(C)cc2)nc(N(C)C)n1,-4,-14%,-0.2%,33%,u,-1%,10%,-1%,0%,-5%[46.1 µM]
